NPY Y1 blocker: blocks the human neuropeptide Y Y1 receptor. 1% of 200,000 active. inhibition, % at 3.6 µM. HEK293-CNG Y1 cells, membrane potential fluorescence; NPY at EC95, then isoproterenol. P25929;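 active means inhibition above the campaign mean inhibition of all tested compounds plus 3 SD, cut at about 20% in these data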;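 further: 0% = DMSO wells given NPY plus isoproterenol and 100% = isoproterenol alone without NPY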
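Test system – HEK293 Y1/CNG channel cell line · Also added – NPY agonist 25 nM, then isoproterenol 1 µM plus Ro 20-1724 25 µM · Compound dosing – one concentration, 3.6 µM, in 0.4% DMSO · Schedule – compound incubation 1 h at room temperature, readout 45 min post-stimulation · Technique – fluorescence, membrane potential probe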
Runt-CBFb FRET: Runt domain-CBFb interaction inhibition | Cerulean-Runt/Venus-CBFb FRET ratio 530/480, 1 h | Q01196+Q13951 | 0.46% of 220,000 active | inhibition, % at 20 µM | AID 1496;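 active means inhibition over about 50% at 20 µM in the single-dose screen, limit read from the data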;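 further: 0% = DMSO wells and 100% = excess unlabeled CBFb competitor control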
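Buffer or medium: Tris pH 7.5 buffer with BSA. Assay system: Cerulean-labeled Runt domain protein. Amount: each fluorescent fusion protein 100 nM. Read-out basis: loss of energy transfer signal. Incubation: 1 h compound exposure, room temperature. Probe or stimulus: Venus-CBFb binding partner, 100 nM. Detection: FRET, excitation 422 nm, emission at 530 and 480 nm.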
RBBP9 inhibitor: blocks human serine hydrolase RBBP9; inhibition, % at 7.94 µM; recombinant RBBP9, FP-Rh probe fluorescence polarization; 0.2% of 220,000 active; AID 1515;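 active means inhibition above the campaign mean of all tested compounds plus 3 SD, cut at about 14% in these data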;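 further: plate controls were DMSO wells with RBBP9 for no effect and wells lacking RBBP9 protein for full effect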
Target sequence (O75884 whole entry, looked up): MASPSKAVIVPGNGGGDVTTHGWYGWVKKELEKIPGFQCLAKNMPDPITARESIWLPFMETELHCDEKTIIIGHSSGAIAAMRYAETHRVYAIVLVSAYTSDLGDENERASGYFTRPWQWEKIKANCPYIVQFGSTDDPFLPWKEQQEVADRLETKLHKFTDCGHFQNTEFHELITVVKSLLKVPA
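Controls: DMSO-treated enzyme wells and wells lacking RBBP9 | Material: RBBP9 protein | Technique: Fluorescence polarization | Replication: Single well per compound, no replicates | Buffer or medium: Tris-NaCl-Pluronic buffer, pH 8.0 | Timing: 30 min compound preincubation, 45 min probe labeling, 25 °C | Read-out basis: Percent inhibition from mP, scaled between DMSO and no-protein wells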
NPY1 pot ag: potentiators or agonists of human neuropeptide Y receptor Y1 | P25929 | NPY-Y1 expressing cells, potentiator/agonist activation | activation, % at 3.6 µM | 0.37% of 220,000 active | AID 1304; in the data active means activation above about 33%, passing the limit was not always enough;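 further: cells stimulated with NPY at EC10 then isoproterenol at EC100; 0% = low agonist plus stimulus and 100% = saturating agonist plus stimulus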
Runt-SMMHC FRET: blocks binding of human RUNX1 Runt domain to CBFb-SMMHC | 0.74% of 220,000 active | Cerulean-Runt/Venus-CBFb-SMMHC FRET ratio 530/480, 1 h | inhibition, % at 20 µM | Q01196+Q13951 | AID 1434;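 active means mean inhibition across duplicate retests at 20 µM reaching about 50%, limit read from the data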;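 further: 0% = DMSO wells and 100% = wells with excess untagged CBFb-SMMHC; inhibitors lower the FRET ratio by blocking Runt binding to CBFb-SMMHC; some results filed as inactive read as strong as hits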
Hck Nef HTS: human Hck-Nef kinase inhibition | P08631 | Recombinant Hck-YEEI plus Nef, Z-Lyte FRET kinase assay | inhibition, % at 20 µM | 0.68% of 220,000 active | AID 463187;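 active means Hck-Nef kinase inhibition above about 50%, limit read from the data; inactive means inhibition below that limit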;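 further: 0% = DMSO with Hck plus Nef and 100% = Hck alone without Nef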
MDM2 E3 inh: Mdm2 E3 ligase (human) inhibition. cell-based MDM2 ubiquitination luciferase reporter, 2 h; 0 = plate control, 100 = twice control, blank-subtracted. signal enhancement, % at 5 µM. 0.11% of 210,000 active. AID 1230;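 active means signal enhancement of 30% or more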;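 further: luminescence tracks abundance of the self-degrading MDM2-luciferase fusion protein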
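Material: stable MDM2–luciferase fusion reporter cells / Quantity: 2000 cells/well / Dosing: single 5 µM compound dose, 0.2% final DMSO / Buffer or medium: DMEM / Schedule: 4 h cell settling then 2 h compound exposure, 37 °C / Detection: luminescence with SteadyLite reagent, 15 min at room temperature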
p97 ATPase inh: human p97 ATPase inhibition | inhibition, % at 8 µM | 0.42% of 220,000 active | P55072 | recombinant p97 ATPase, Kinase-Glo ATP luminescence, 3 h | AID 1481; in the data active means inhibition above about 15%;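 further: 0% = DMSO vehicle and 100% = wells lacking enzyme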
Target sequence (P55072 whole entry, looked up): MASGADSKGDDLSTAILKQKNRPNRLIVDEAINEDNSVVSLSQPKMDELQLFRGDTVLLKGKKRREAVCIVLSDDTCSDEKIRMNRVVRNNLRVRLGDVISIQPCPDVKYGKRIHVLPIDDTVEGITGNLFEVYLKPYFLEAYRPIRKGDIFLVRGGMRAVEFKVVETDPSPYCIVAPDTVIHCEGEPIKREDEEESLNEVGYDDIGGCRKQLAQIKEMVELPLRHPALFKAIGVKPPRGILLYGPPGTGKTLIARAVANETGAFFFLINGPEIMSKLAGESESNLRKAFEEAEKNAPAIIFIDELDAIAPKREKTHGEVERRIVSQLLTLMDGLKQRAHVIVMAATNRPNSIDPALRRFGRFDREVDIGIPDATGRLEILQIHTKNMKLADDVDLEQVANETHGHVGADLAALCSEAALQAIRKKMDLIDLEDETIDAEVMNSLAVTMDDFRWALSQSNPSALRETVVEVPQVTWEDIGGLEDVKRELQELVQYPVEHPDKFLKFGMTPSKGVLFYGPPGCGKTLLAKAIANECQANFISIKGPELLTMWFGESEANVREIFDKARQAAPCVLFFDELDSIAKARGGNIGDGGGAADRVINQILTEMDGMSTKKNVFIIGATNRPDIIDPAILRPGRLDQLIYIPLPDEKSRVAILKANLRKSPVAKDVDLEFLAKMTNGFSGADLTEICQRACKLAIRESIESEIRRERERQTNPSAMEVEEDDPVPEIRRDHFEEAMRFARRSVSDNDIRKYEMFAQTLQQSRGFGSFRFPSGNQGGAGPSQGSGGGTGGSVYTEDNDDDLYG
NPY-Y2 PAM-ag: human NPY-Y2 potentiation or agonism, primary screen | P49146 | cells expressing NPY-Y2, potentiator/agonist read-out | activation, % at 3.6 µM | 0.45% of 220,000 active; in the data active means activation above about 27%;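 further: cells stimulated with NPY near EC25 plus isoproterenol at EC100; 0% = vehicle plus submaximal agonist and 100% = vehicle plus saturating agonist; some results beyond the cut were filed as inactive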
Starred values were filed as active, the others as inactive; · = not tested or not shown.

SMILES	NPY Y1 blocker	Runt-CBFb FRET	RBBP9 inhibitor	NPY1 pot ag	Runt-SMMHC FRET	Hck Nef HTS	MDM2 E3 inh	p97 ATPase inh	NPY-Y2 PAM-ag
O=Nc1ccc(O)c2ncccc12	·	-1.2	-5.8	-9.2	1.9	8.2	12.9	2.9	-10.8
Cc1ccc(-c2noc(CNCCCN(C)C)n2)cc1	3.0	-1.7	-4.1	-8.9	-0.8	0.4	-7.1	1.9	-10.0
COC(=O)c1ccc2c(=O)n(Cc3ccco3)c(SCC(=O)Nc3cc(C)on3)nc2c1	-2.0	-2.1	-5.5	-0.5	-1.3	33.8	-10.4	2.0	5.5
Cc1ccc(C(C)(C)C)cc1S(=O)(=O)NC(=O)c1ccccc1	5.1	-1.4	-5.3	-10.9	-0.9	6.8	-13.0	-1.7	-13.2
Cc1ccc(Oc2ncccc2NC(=O)CC(CC(=O)O)c2ccccc2)c2c1CCC2 (centres undefined)	·	-1.1	-9.1	-29.3	-0.1	17.7	-8.8	-4.8	-6.2
Cc1ccc(CNC(=O)CCC2CCCN(Cc3c(C)nn(C(C)C)c3C)C2)o1 (centres undefined)	5.1	-0.3	0.5	4.3	1.3	21.0	-3.9	2.6	-5.2
CCOC(=O)C1CCN(c2nc3ccccc3nc2C(C#N)C(=O)OCCOC)CC1 (centres undefined)	6.1	0.8	-11.9	13.8	6.4	-16.8	-25.1	0.9	-2.0
Cc1[nH]c2ccccc2c1/C=N/Nc1ccccn1	-5.3	-1.7	-5.8	8.4	0.3	65.3*	-11.8	-0.4	-2.6
O=C1C=C(O)CC(c2cccs2)C1 (centres undefined)	1.9	0.3	-2.1	-18.4	-1.0	0.7	2.1	4.5	-6.0
COC(=O)[C@@H](NC(=O)CCc1nnc(-c2ccsc2)o1)C(C)C	3.5	1.1	1.5	-4.8	-0.7	8.0	1.8	6.3	-4.8
CCCCC(=O)Nc1ccc(C(=O)N2CCN(C)CC2)cc1	1.3	0.1	-10.0	-3.7	-12.8	0.8	-3.8	0.1	13.7
CCOc1c(Nc2cccc(Cl)c2)c(=O)c1=O	·	-2.5	-0.2	-3.3	0.6	22.9	-2.4	5.0	-19.0
Cc1cccc(N(CC(=O)N2CCOCC2)S(C)(=O)=O)c1	0.9	0.9	-2.6	11.3	-5.8	1.6	-12.6	1.0	3.4
CCn1c2ccccc2c2cc(NC(=O)CNC)ccc21	·	0.9	-5.8	-3.2	0.3	12.1	-18.3	6.6	1.0
CCNS(=O)(=O)c1ccc(OC)c(C)c1	8.1	-0.5	-4.2	-21.7	-1.8	6.1	-11.3	-5.3	-18.5
COc1ccccc1NC(=O)C1=C(C)Nc2nc3ccccc3n2C1c1cccs1 (centres undefined)	1.0	-3.7	-4.0	-4.2	-1.8	1.8	8.0	-3.4	10.9
NC(=O)c1oc2ccccc2c1NC(=O)c1nc2ccccc2s1	-8.6	-1.2	2.8	-1.2	-12.8	5.7	-13.3	2.4	-13.9
Cc1nc2sc(C)c(C)c2c(=O)o1	7.9	1.5	6.5	-5.7	-1.7	-1.4	8.2	2.5	8.6
O=[N+]([O-])c1ccc(/C=N/Nc2nc(N3CCCCC3)nc(N3CCCCC3)n2)o1	0.7	-2.4	-7.7	-1.8	-12.5	3.0	-2.9	-0.3	-0.2
COc1ccc(/C=C/C(=O)OCC(=O)NC2CCCC(C)C2C)cc1S(=O)(=O)N1CCOCC1 (centres undefined)	0.4	-3.2	-4.5	-10.3	-6.7	17.3	-0.3	5.7	-1.1
Cc1ccc(NC(=O)c2cc(-n3cnnc3)ccc2Cl)c(C)c1	-2.1	-0.9	-3.2	-19.7	-2.6	2.9	-2.4	3.6	-7.3
O=C1OCCC1Sc1nnc(-c2ccco2)o1 (centres undefined)	-6.2	-5.8	-1.4	-9.4	2.5	-0.1	-7.7	2.5	-4.8
CCCS/C(N)=N/N=C/c1ccccc1O	-4.2	0.5	-3.9	-3.4	0.4	21.4	0.0	-4.0	2.1
COc1ccc(NC(=O)C(NC(=O)c2ccc(=O)[nH]c2)c2ccccc2)cc1 (centres undefined)	2.1	0.8	-6.1	-2.1	1.4	1.4	·	5.9	3.0
COc1ccc(C2CC(c3ccccc3)=NN2C(=O)CSc2ncccn2)cc1 (centres undefined)	5.6	-2.3	-5.1	-6.5	1.5	0.5	-5.9	0.9	-14.0
CCOC(=O)N1CCN(C(=O)CSc2nnc(COc3ccccc3)o2)CC1	-3.7	0.7	1.2	23.1	-0.6	18.7	-17.4	-3.9	2.7
Cc1nc(Oc2cccc(Cl)c2)c2oc3ccccc3c2n1	10.6	-0.4	-2.0	-15.7	-4.4	-2.3	-0.9	3.8	4.7
Cc1ccc(C(=O)NCC2(c3ccccc3)CCCC2)cc1	-4.5	-3.3	-2.7	8.7	-3.8	-0.4	-22.9	-1.4	4.0
CCN1CCN(c2nc3c(c(=O)[nH]c(=O)n3C)n2CCSc2nc3ccccc3s2)CC1	5.4	1.9	-1.5	0.7	-0.6	7.9	-10.8	-4.7	4.0
Clc1ccc(Nc2nc(-c3ccncc3)cs2)cc1	-15.2	·	-5.8	19.3	·	-1.8	·	-4.3	2.8

Ordered by the number under NPY Y1 blocker (highest first): 3 from the list above
smiles	NPY Y1 blocker
Cc1nc(Oc2cccc(Cl)c2)c2oc3ccccc3c2n1	10.6
CCN1CCN(c2nc3c(c(=O)[nH]c(=O)n3C)n2CCSc2nc3ccccc3s2)CC1	5.4
O=C1OCCC1Sc1nnc(-c2ccco2)o1 (centres undefined)	-6.2

Next part:
SMILES	NPY Y1 blocker	Runt-CBFb FRET	RBBP9 inhibitor	NPY1 pot ag	Runt-SMMHC FRET	Hck Nef HTS	MDM2 E3 inh	p97 ATPase inh	NPY-Y2 PAM-ag
c1ccc(Cc2cc[n+](Cc3ccccn3)cc2)cc1	·	0.8	1.2	6.5	0.8	2.7	-19.5	-5.6	-6.9
Cc1c(C)[n+](=O)c(-c2cccs2)c(C)n1[O-]	0.4	1.9	-3.3	-8.3	2.8	1.2	-14.7	1.0	7.1
COc1ccc(C2=NOC(C(=O)N3CCCc4ccccc43)C2)cc1 (centres undefined)	5.0	-0.4	-3.1	17.6	14.3	0.9	-7.2	2.2	2.2
O=C(Nc1ccccc1Cl)c1cccs1	-2.5	-0.8	-7.7	7.5	2.1	1.9	-13.9	2.8	18.9
CC(C)(Oc1ccc(Cl)cc1)C(=O)Nc1cccnc1	-4.4	-1.6	9.9	1.1	0.9	2.5	-5.9	0.8	-7.6
O=C1C=C(N2CCN(C(=O)c3ccccc3)CC2)C2(CCCCC2)O1	-3.0	-0.5	-2.9	-0.3	-1.5	0.8	-16.6	1.2	13.3
N#Cc1ccc(-c2ccccc2)nc1SCC(=O)c1cc2ccccc2oc1=O	0.5	6.2	30.3*	3.4	-20.3	16.5	-11.7	0.6	-1.2
O=[N+]([O-])c1cc(C(F)(F)F)ccc1Sc1ccc2ccccc2n1	6.3	1.6	-5.1	-9.6	1.2	-2.2	4.9	1.1	-16.7
O=C(COC(=O)c1ccccc1NC(=O)c1ccco1)NC1CCCCC1	3.1	0.1	4.1	-1.1	-4.1	0.8	-5.3	1.1	3.7
CNC(=O)c1ccc(NC(=O)c2cccc(C(F)(F)F)c2)cc1	-6.0	1.1	-2.1	12.0	2.7	21.0	-23.9	3.3	10.8
O=C(CSCc1ccc(Cl)cc1)Nc1ccc(S(=O)(=O)N2CCOCC2)cc1	-0.7	-3.3	-2.4	31.0	2.1	0.8	-5.7	2.8	13.5
COc1ccc(NC(=S)Nc2cc(C)ccn2)c(OC)c1	3.2	3.5	-5.6	-18.0	2.5	0.9	-10.4	-3.5	8.6
CN(C(=O)Cn1cc(C(F)(F)F)ccc1=O)c1c(N)n(Cc2ccccc2)c(=O)[nH]c1=O	·	-0.7	-3.9	-14.6	-2.5	6.2	-9.7	5.2	4.2
CCS(=O)(=O)c1nc(S(=O)(=O)c2ccc(C)cc2)c(NCCCN(C)C)s1	-5.2	-0.6	-1.2	1.9	-5.5	-2.1	-14.5	1.6	-7.7
CCCCNC(=O)c1ccc2c(c1)ncn2C1CCCC1	-1.9	-2.2	-8.6	-16.2	0.5	-1.8	-12.9	-5.1	-4.0
Cc1ccc2c(c1)C(c1ccc(F)cc1)N(C(=O)C1CC1)CC(=O)N2 (centres undefined)	4.1	3.3	-10.5	12.2	-8.1	0.2	-4.4	-5.8	6.5
OCC1(CCc2ccccc2)CCN(Cc2ccc3nsnc3c2)CC1	22.8*	-2.1	-4.0	-0.8	3.5	18.9	-9.3	-1.0	-33.2
C=CCSc1nnc2c(n1)OC(c1cccnc1)Nc1ccccc1-2 (centres undefined)	4.6	2.5	-9.4	-20.6	-3.2	1.7	-1.5	5.8	-9.0
CCOc1ccccc1N1CCN(C(=O)Nc2ccc(Cl)c(Cl)c2)CC1	-0.5	-1.1	-1.9	-3.9	-9.7	0.9	-7.5	2.2	6.2
C=CCn1c(-c2ccc(Cl)cc2)c[nH]c1=S	2.4	7.0	1.0	2.8	9.1	-0.7	-2.2	2.4	-63.4
CCCCC(CC)CNC(=O)C1CCCN(S(=O)(=O)c2cnc[nH]2)C1 (centres undefined)	3.3	-1.4	-3.2	15.4	-1.7	22.2	-11.3	-4.3	-2.6
O=C(Nc1ccccc1F)c1c[nH]c(=O)[nH]c1=O	·	2.6	-13.8	-43.0	0.8	1.1	-2.7	-5.1	-26.5
COC(=O)c1c(C)nc(C)c(C(=O)OC)c1-c1cccs1	9.0	1.3	-10.3	-10.7	-5.7	24.6	-4.0	4.0	0.0
O=S(=O)(Cc1ccccc1Cl)CC(O)COc1ccccc1Cl (centres undefined)	-2.9	-0.1	-6.3	-6.5	-0.9	-13.2	-11.2	-4.1	-6.5
O=C1CCC(=O)N1c1ccc(-c2nc3sc4c(c3c(=O)o2)CCC4)cc1	·	1.0	15.0*	-1.8	-1.1	-4.1	-5.2	3.1	19.3
COC(=O)CCC(=O)Nc1ccc(S(=O)(=O)N2CCCCCC2)cc1	-1.6	0.5	-4.4	20.4	1.7	-0.6	-11.8	7.9	19.4
O=C(O)c1ccc(-c2ccccc2)[nH]c1=O	·	1.6	5.2	6.2	1.5	22.5	·	10.6	-1.6
CC1CCC(C(=O)NC(C(=O)NCc2cccnc2)C(C)C)CC1 (centres undefined)	4.1	3.1	-7.8	3.0	-1.5	4.1	-11.9	-4.0	-0.2
